Source: PubChem BioAssay (several laboratories)
PolyA inhibitor = inhibitors of polyadenylation in S. cerevisiae. 300,000 compounds, 0.02% hits. calls only at 12 µM. S. cerevisiae SKY197-pL101 polyadenylation reporter, beta-gal luminescence; efflux-impaired pdr1/pdr3 knockout yeast; score 100 = 6 SD above DMSO;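 active means lowest replicate activity score at least 50, where 100 means six control SD above control mean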;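 further: yeast exposed to compound for 9 h at 30 °C; higher score means more reporter readthrough which indicates perturbed polyadenylation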
KCNQ1 inh = blocks the human KCNQ1 potassium channel; CHO-K1 KCNQ1, FluxOR thallium flux fluorescence; stronger effect = higher value; B-score at 10 µM; 310,000 compounds, 1.3% hits; AID 2642;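 active means compounds whose thallium flux B-score, printed positive for inhibition, exceeds three library SD while starting fluorescence stays within three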;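 further: channel opened by potassium depolarization with thallium stimulus after 20 min compound exposure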
KCNK9 block = human KCNK9 channel inhibition | B-score at 10 µM | AID 488922 | 310,000 compounds, 1.2% hits | HEK293 KCNK9, FluxOR thallium flux fluorescence; stronger effect = lower value | Q9NPC2;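 active means ratio B-score over 3 SD below the library mean, with starting fluorescence within 5 SD of its mean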;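 further: negative B-score means less thallium flux so channel inhibition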
Target sequence (Q9NPC2 whole entry, looked up): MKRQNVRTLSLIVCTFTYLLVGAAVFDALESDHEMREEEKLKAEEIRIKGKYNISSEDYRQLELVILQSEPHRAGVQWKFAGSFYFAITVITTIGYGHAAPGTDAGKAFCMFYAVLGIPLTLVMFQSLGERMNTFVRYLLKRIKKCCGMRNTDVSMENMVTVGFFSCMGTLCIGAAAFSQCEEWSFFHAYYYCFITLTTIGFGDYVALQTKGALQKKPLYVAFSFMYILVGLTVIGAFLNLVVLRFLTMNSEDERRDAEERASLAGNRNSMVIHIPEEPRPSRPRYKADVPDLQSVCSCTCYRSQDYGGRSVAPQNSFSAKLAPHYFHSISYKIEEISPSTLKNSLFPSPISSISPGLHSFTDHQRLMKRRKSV
hERG rescue = hERG (human) protection from proarrhythmic block. CHO-hERG, FluxOR thallium flux, dofetilide IC70 present. activation (rescue from dofetilide block), less the hit threshold, % at 10 µM. 310,000 compounds, 0.51% hits. AID 1511;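 active means activation above the mean of controls blocked by dofetilide plus 5 SD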;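 further: thallium influx through hERG after potassium depolarization seen as dye fluorescence rise; in these data hits start at about 4.7%; inactives centre near -7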
DYRK1A inh = inhibitors of rat Dyrk1A kinase | inhibition, % at 12.5 µM | ADP-Glo luminescence, NFATc1 peptide | AID 504441 | 310,000 compounds, 0.43% hits; in the data active means inhibition above about 50%;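 further: plate controls were vehicle with enzyme for no effect and no enzyme for full effect; many of its hits are not listed in these tables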
KCNK3 inh = human KCNK3 channel inhibition, primary screen; O14649; CHO-KCNK3 thallium flux, FluxOR fluorescence; stronger effect = lower value; B-score at 10 µM; 340,000 compounds, 0.84% hits; AID 602410;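 active means B-score under library mean minus 4 SD, starting fluorescence ratio at most library mean plus 5 SD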;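 further: more negative B-score means stronger inhibition of thallium flux through KCNK3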
Target sequence (O14649 whole entry, looked up): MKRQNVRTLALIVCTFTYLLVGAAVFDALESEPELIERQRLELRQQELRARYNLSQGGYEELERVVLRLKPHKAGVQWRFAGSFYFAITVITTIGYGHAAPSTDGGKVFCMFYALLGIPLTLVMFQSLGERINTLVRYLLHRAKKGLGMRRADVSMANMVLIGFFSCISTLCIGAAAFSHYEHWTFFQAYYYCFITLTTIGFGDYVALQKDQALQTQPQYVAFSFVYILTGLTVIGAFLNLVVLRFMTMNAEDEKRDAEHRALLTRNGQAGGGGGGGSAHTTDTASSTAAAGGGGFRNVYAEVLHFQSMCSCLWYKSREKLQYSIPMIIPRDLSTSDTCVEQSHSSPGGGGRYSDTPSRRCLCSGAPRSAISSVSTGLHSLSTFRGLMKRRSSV
GSK3B inh = human GSK3beta kinase inhibition | P49841 | GST-GSK3beta kinase, ADP-Glo luminescence, 60 min; stronger effect = lower value | activity score (negative = inhibition), % at 10 µM | 300,000 compounds, 0.038% hits | AID 2097;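 active means more than half of replicate wells score below -50%, meaning over 50% inhibition versus plate controls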;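 further: 0% = median DMSO wells and -100% = median GW8510 positive control wells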
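Assay system: GST-fused GSK3beta enzyme, cell-free / Medium: Tris pH 7.5 buffer with MgCl2, DTT, BSA, heparin / Also added: peptide substrate plus 25 µM ATP (final) / Compound: 10 µM single point / Timing: kinase reaction with compound 60 min at room temperature / Detection: ADP-Glo luminescence / Benchmarks: DMSO neutral wells and GW8510 at 20 µM as positive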
HDAC3 inhib = human HDAC3 inhibition. recombinant HDAC3, fluorogenic peptide/trypsin coupled, fluorescence. O15379. inhibition, % at 8.3 µM. 320,000 compounds, 0.15% hits; in the data active means inhibition above about 26%, passing the limit was not always enough
RGS4 pot = potentiators or activators of RGS4; HEK293 M3R/inducible RGS4, carbachol calcium flux Fluo4; stronger effect = lower value; AID 463111; 310,000 compounds, 0.92% hits; B-score at 10 µM;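 active means B-score of the integrated calcium signal more than 4 SD below the library mean, with starting fluorescence not abnormally high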;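 further: negative B-score means reduced calcium response which marks RGS4 activation or potentiation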
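Detection: kinetic calcium fluorescence imaging with Fluo4-AM dye, 2 µM / Material: HEK293 cells with stable M3R and inducible RGS4 / Schedule: recording 10 s baseline at 1 Hz, 100 s post-agonist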
GSK3A inh = blocks human GSK-3 alpha kinase. 320,000 compounds, 0.1% hits. P49840. AID 2650. inhibition, % at 10 µM. ADP-Glo luminescence, 60 min;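 in the data active means inhibition above about 50%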;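 further: GST-tagged GSK-3 alpha with peptide substrate and 25 µM ATP; 0% = DMSO neutral wells and 100% = GW8510 positive control wells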
KCNQ1 pot = human KCNQ1 channel potentiation or activation. P51787. CHO-K1 KCNQ1, thallium flux FluxOR fluorescence; stronger effect = higher value. B-score at 10 µM. 310,000 compounds, 0.35% hits. AID 2648;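 active means fluorescence ratio B-score, a plate-corrected score, at least three library SD, with initial intensity B-score within 5 SD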
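Doses: Single concentration per compound, DMSO matched to controls | Test system: KCNQ1-transfected CHO-K1 cells | Timing: 90 min dye loading and 20 min compound exposure, both at room temperature | Measured by: Kinetic FluxOR thallium fluorescence, 10-s 1-Hz baseline, 110-s post-stimulus read | Medium: Assay buffer with matched DMSO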
Starred values were filed as active, the others as inactive; i = inactive; nt = not tested or not shown. The list is partial; the hit share may differ from the screen's.

SMILES	PolyA inhibitor	KCNQ1 inh	KCNK9 block	hERG rescue	DYRK1A inh	KCNK3 inh	GSK3B inh	HDAC3 inhib	RGS4 pot	GSK3A inh	KCNQ1 pot
COc1ccc(N(CC(=O)Nc2cc(C)ccc2OC)S(=O)(=O)c2c(C)noc2C)cc1	i	i	i	-15	-5	i	1	11	i	-4	i
CS(=O)(=O)c1ccc(-c2cccc(NC(=O)COc3ccccc3)c2)nn1	i	i	i	-4	5	i	-22	1	i	7	i
Nc1ccccc1C#Cc1ccc2[nH]ccc2c1	i	i	i	-9	4	i	1	-16	i	-1	i
Cn1c(N)c(C(=O)NCc2ccccc2)sc1=S	i	i	i	-19	-6	i	2	1	i	nt	i
COc1ccc(NC(=O)CN(C)C(=O)c2cccc(S(=O)(=O)N3CC4(C)CC3CC(C)(C)C4)c2)cc1 (configuration not stated)	i	i	i	-18	-4	i	1	2	i	1	i
Clc1ccc(CN=C2Nc3ccccc3CS2)cc1	i	i	i	-11	-5	i	-1	-9	i	-3	i
CCn1c(=O)c(C(=O)NNC(=O)c2cccc(Cl)c2)c(O)c2ccccc21	i	i	i	-13	-4	i	4	2	i	0	i
CC1S/C(=N/N=C2CCCCC2)NC1=O (configuration not stated)	i	i	i	-4	-1	i	-2	3	i	0	i
CN(C)c1ccc(C2Nc3ccccc3C(=O)N2NS(C)(=O)=O)cc1 (configuration not stated)	i	i	i	-5	4	i	1	0	i	-5	i
Cc1ccc2[nH]c(=O)c(CN(CC3CCCO3)C(=S)NCc3ccco3)cc2c1 (configuration not stated)	i	i	i	-8	-6	i	-1	16	i	4	i
CCOc1cccc2sc(N(CCN(CC)CC)C(=O)c3ccc(S(=O)(=O)N4CCCCC4)cc3)nc12	i	i	i	-11	1	i	0	-5	i	-2	i
CN1/C(=C\C(=O)C[n+]2ccc3ccccc3c2)C(C)(C)c2ccccc21	i	i	i	-14	3	i	5	nt	i	nt	i
COc1ccc(CCNC(=O)[C@@H](NC(N)=O)C(C)C)cc1	i	i	i	-13	2	i	2	4	i	1	i
Cn1ccnc1SCCNC(=O)CCc1nnc(CCc2ccccc2)o1	i	i	i	-9	-3	i	1	-1	i	0	i
CCC(C)NC(=O)c1cc2cc3ccc(OC)cc3nc2s1 (configuration not stated)	i	i	i	-9	2	i	2	-59	i	0	i
Cc1ccc(-c2c[n+](CC(=O)Nc3nc(-c4ccc(F)cc4)cs3)c3n2CCC3)cc1	i	i	i	-13	0	i	-2	-2	i	4	i
CCCCCCCc1ccc(C2NC(=S)NC3=C2C(=O)c2ccccc23)cc1 (configuration not stated)	i	i	i	-12	nt	nt	3	-6	i	-4	i
Cc1cccnc1NC1OC(=O)c2ccccc21 (configuration not stated)	i	i	i	2	-1	i	0	-2	i	1	i
Cc1ccc(S(=O)(=O)Cc2cccc(C(=O)N3CCOCC3)c2)cc1	i	i	i	-1	-3	i	-2	-2	i	5	i
Cc1ccccc1CNC1CCCCC1	i	i	i	-5	-4	i	0	2	i	-1	i
COc1nnc(-c2ccc(C)c(S(=O)(=O)NCC3CCCO3)c2)c2ccccc12 (configuration not stated)	i	i	i	-8	2	i	4	10	i	0	i
COC(=O)c1cc(CNC(=O)CC(C)c2ccccc2)ccc1OC (configuration not stated)	i	i	i	-3	-5	i	-2	4	i	0	i
O=C(O)C1C2C=CC(C2)C1C(=O)NCc1cccnc1 (configuration not stated)	i	i	i	-9	5	i	0	11	i	1	i
Cc1cc(=O)oc2c3c4c(cc12)OCCN4CCC3	i	i	i	-15	1	i	-6	-30	i	12	i
O=C1CN(S(=O)(=O)c2ccc(Br)cc2)c2ccccc2N1	i	i	i	-8	5	i	2	0	i	3	i

One compound at a time, from the list above.
`Cc1ccccc1CNC1CCCCC1` is listed as PolyA inhibitor: i; KCNQ1 inh: i; KCNK9 block: i; hERG rescue: -5; DYRK1A inh: -4; KCNK3 inh: i; GSK3B inh: 0; HDAC3 inhib: 2; RGS4 pot: i; GSK3A inh: -1; KCNQ1 pot: i
`Cc1cc(=O)oc2c3c4c(cc12)OCCN4CCC3` is listed as PolyA inhibitor: i; KCNQ1 inh: i; KCNK9 block: i; hERG rescue: -15; DYRK1A inh: 1; KCNK3 inh: i; GSK3B inh: -6; HDAC3 inhib: -30; RGS4 pot: i; GSK3A inh: 12; KCNQ1 pot: i

The list goes on:
SMILES	PolyA inhibitor	KCNQ1 inh	KCNK9 block	hERG rescue	DYRK1A inh	KCNK3 inh	GSK3B inh	HDAC3 inhib	RGS4 pot	GSK3A inh	KCNQ1 pot
O=[N+]([O-])c1ccc2c(c1)S(=O)c1ccccc1-2 (configuration not stated)	i	i	i	-8	3	i	15	0	i	0	i
O=C(CCCNC(=O)c1ccc(Cl)cc1)OCc1cccc(Br)c1	i	i	i	-16	3	i	0	8	i	-1	i
COc1ccc(C/C(N)=N/OC(=O)Cc2ccccc2)cc1OC	i	i	i	-2	-7	i	0	1	i	10	i
CCOC(=O)c1c(C)nc2sc3c(=O)n(-c4ccc(C(C)=O)cc4)cnc3c2c1-c1ccc(Cl)cc1	i	i	i	-10	10	i	-1	-1	i	9	i
COc1ccc(C(=O)CC(=O)O)c2c1C=CC(C)(C)O2	i	i	i	-15	-5	i	2	-10	i	1	i
CC(=O)c1ccc(NC(=O)C2CCCC2)cc1	i	i	i	-1	4	i	-2	2	i	-3	i
CCOCCCNC(=O)CCNC(=O)c1cc(OC)c(OC)c(OC)c1	i	i	i	-13	-4	i	9	-1	i	nt	i
Cc1c(CCC(=O)N2CCC(C(=O)O)(c3ccccc3)CC2)c(=O)oc2cc3oc4c(c3cc12)CCCC4	i	i	i	-9	-13	i	4	0	i	-1	i
CCc1cccc(CC)c1NC(=O)COC(=O)c1ccccc1-c1nc2ccccc2s1	i	i	i	-9	-1	i	3	1	i	0	i
COc1ccccc1N(CC(=O)NCCN1CCOCC1)S(=O)(=O)c1ccccc1	i	i	i	-4	2	i	-1	-4	i	-2	i
Cn1c(SCC(=O)NNC(=O)c2ccc(Br)cc2)nnc1-c1cccnc1	i	i	i	-16	1	i	2	-17	i	0	i
CN1CCN(S(=O)(=O)c2cccc(C(=O)Nc3nccs3)c2)CC1	i	i	i	-4	2	i	-2	nt	i	2	i
COc1ccc(CCNC(=O)C(=O)Nc2nccs2)cc1OC	i	i	i	-7	5	i	0	-3	i	-6	i
Cc1cc2c(c(SCC(=O)N(C)c3ccccc3)n1)C(=O)OC2	i	i	i	-9	-26	i	-5	2	i	1	i
O=C(Cc1ccc(-n2c(=O)[nH]c3ccccc3c2=O)cc1)N1CCN(c2cccc(Cl)c2)CC1	i	i	i	-9	-3	i	0	-2	i	-1	i
COc1ccccc1C1=NOC(COC(=O)c2ccc3ccccc3n2)C1 (configuration not stated)	i	i	i	-10	-1	i	-2	5	i	-3	i
CCCCNC(=O)Cn1c(=O)oc2cc(S(=O)(=O)N3CC(C)CC(C)C3)ccc21 (configuration not stated)	i	i	i	-12	-6	i	2	-4	i	-2	i
COc1cccc(CNC(=O)c2ccc(OC)c(S(=O)(=O)NC3CCCC3)c2)c1	i	i	i	-21	-8	i	1	-1	i	1	i
COc1cccc(CNC(=O)CCC2CCCN(C(=O)CCn3cncn3)C2)c1 (configuration not stated)	i	i	i	-7	nt	i	-1	nt	i	nt	i
CCCCC(=O)Nc1ncc([N+](=O)[O-])s1	i	i	i	-11	15	i	-61*	4	i	81*	i
O=C(NCC1CCCO1)C(c1ccc(F)cc1)N(Cc1ccc2c(c1)OCO2)C(=O)c1ccc(CN2CCOCC2)o1 (configuration not stated)	i	i	i	-9	1	i	2	6	i	3	i
CCN(CC)S(=O)(=O)c1cccc(S(=O)(=O)c2cccc(S(=O)(=O)N(CC)CC)c2)c1	i	i	i	-8	3	i	2	15	i	1	i
O=c1ccn(-c2cccc(C(F)(F)F)c2)nc1-c1ccn(-c2ccccc2)n1	i	i	i	-6	-2	i	-2	9	i	1	i
COc1cc(OC)cc(C(=O)N[C@H](C(=O)NCc2ccccc2)C(C)C)c1	i	i	i	-1	nt	i	-3	nt	i	-6	i
C=CCN1c2ccccc2[C@]23C[C@@H](C(=O)OC)N(C(=O)CC(C)C)C2=NC(C(=O)OC)=C(C(=O)OC)[C@H]13	i	i	i	-12	2	i	-1	21	i	-1	i

Part of the list above in order of formula weight, high to low.
SMILES	PolyA inhibitor	KCNQ1 inh	KCNK9 block	hERG rescue	DYRK1A inh	KCNK3 inh	GSK3B inh	HDAC3 inhib	RGS4 pot	GSK3A inh	KCNQ1 pot
Cn1c(SCC(=O)NNC(=O)c2ccc(Br)cc2)nnc1-c1cccnc1	i	i	i	-16	1	i	2	-17	i	0	i
CCc1cccc(CC)c1NC(=O)COC(=O)c1ccccc1-c1nc2ccccc2s1	i	i	i	-9	-1	i	3	1	i	0	i
COc1ccccc1N(CC(=O)NCCN1CCOCC1)S(=O)(=O)c1ccccc1	i	i	i	-4	2	i	-1	-4	i	-2	i
CCCCNC(=O)Cn1c(=O)oc2cc(S(=O)(=O)N3CC(C)CC(C)C3)ccc21 (configuration not stated)	i	i	i	-12	-6	i	2	-4	i	-2	i
Cc1ccc2[nH]c(=O)c(CN(CC3CCCO3)C(=S)NCc3ccco3)cc2c1 (configuration not stated)	i	i	i	-8	-6	i	-1	16	i	4	i
O=C(CCCNC(=O)c1ccc(Cl)cc1)OCc1cccc(Br)c1	i	i	i	-16	3	i	0	8	i	-1	i
COc1cccc(CNC(=O)CCC2CCCN(C(=O)CCn3cncn3)C2)c1 (configuration not stated)	i	i	i	-7	nt	i	-1	nt	i	nt	i
CCOCCCNC(=O)CCNC(=O)c1cc(OC)c(OC)c(OC)c1	i	i	i	-13	-4	i	9	-1	i	nt	i
COc1ccc(C/C(N)=N/OC(=O)Cc2ccccc2)cc1OC	i	i	i	-2	-7	i	0	1	i	10	i
COc1ccc(CCNC(=O)[C@@H](NC(N)=O)C(C)C)cc1	i	i	i	-13	2	i	2	4	i	1	i
Clc1ccc(CN=C2Nc3ccccc3CS2)cc1	i	i	i	-11	-5	i	-1	-9	i	-3	i
Cn1c(N)c(C(=O)NCc2ccccc2)sc1=S	i	i	i	-19	-6	i	2	1	i	nt	i
Nc1ccccc1C#Cc1ccc2[nH]ccc2c1	i	i	i	-9	4	i	1	-16	i	-1	i
CC(=O)c1ccc(NC(=O)C2CCCC2)cc1	i	i	i	-1	4	i	-2	2	i	-3	i
